M1 PAM = human M1 muscarinic receptor positive allosteric modulators, primary screen, CHO-K1 cells, Fluo-8 calcium fluorescence, 1536-well. CHO-K1 hM1, ACh EC20; 0% = ACh EC20, 100% = maximal ACh. 360,000 tested, 0.088% active. activation, % at 3 µM. AID 588819, 2011. Muscarinic acetylcholine receptor M1 (Homo sapiens), P11229; in the data active means activation above about 19%, passing the limit was not always enough
Target sequence (P11229 whole entry, looked up): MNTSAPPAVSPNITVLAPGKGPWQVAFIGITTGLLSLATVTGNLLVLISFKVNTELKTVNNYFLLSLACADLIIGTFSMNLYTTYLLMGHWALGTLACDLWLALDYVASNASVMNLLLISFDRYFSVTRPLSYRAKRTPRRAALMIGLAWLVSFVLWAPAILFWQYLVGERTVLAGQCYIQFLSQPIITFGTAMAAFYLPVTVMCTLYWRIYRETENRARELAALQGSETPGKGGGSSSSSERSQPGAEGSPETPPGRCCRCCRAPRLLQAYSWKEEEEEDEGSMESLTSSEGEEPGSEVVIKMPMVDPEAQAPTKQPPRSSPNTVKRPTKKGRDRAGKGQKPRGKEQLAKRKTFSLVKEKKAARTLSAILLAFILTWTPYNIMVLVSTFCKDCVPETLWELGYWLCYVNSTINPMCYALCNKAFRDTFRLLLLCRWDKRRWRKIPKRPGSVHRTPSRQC
M1 antag = human M1 muscarinic receptor antagonists, primary screen, CHO-K1 cells, Fluo-8 calcium fluorescence, 1536-well; Muscarinic acetylcholine receptor M1 (Homo sapiens), P11229; CHO-K1 hM1, ACh EC80 antagonist; inhibition, % at 3 µM; 360,000 tested, 1.3% active;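 active means percent inhibition above its own plate's cutoff, namely the mean of that plate's compound wells plus 3 SD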;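 further: peak over basal fluorescence ratio during 140 s after agonist addition; 0% = ACh EC80 plus DMSO and 100% = DMSO alone without agonist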
CHO-K1 Ca antag = M1 antagonist counterscreen hit in parental CHO-K1 cells | ATP-induced calcium, Fluo-8 fluorescence | AID 602250 | inhibition, % at 3 µM | 360,000 tested, 0.6% active;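 active means inhibition above a per-plate cutoff, the plate's mean sample inhibition plus 3 SD, cut at about 24% in these data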;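 further: 0% = DMSO plus EC80 ATP and 100% = DMSO alone without ATP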
CHRM1 agonist = human M1 muscarinic receptor agonists, primary screen, Fluo-8 calcium fluorescence, CHO-K1 cells, HTS. activation, % at 3 µM. CHO-K1 hM1, agonist mode; 0% DMSO, 100% acetylcholine EC100. Muscarinic acetylcholine receptor M1 (Homo sapiens), P11229. 360,000 tested, 0.33% active;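 active means activation above the run's mean compound activation plus 3 SD, cut at about 16% in these data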;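 further: peak over basal fluorescence ratio within a 140 s kinetic read after compound addition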
TAAR1 ag = human TAAR1 agonists, primary screen, Fluo-8 calcium fluorescence, CHO RD-HGA16 cells; activation, % at 3 µM; vehicle wells 0%, saturating PEA agonist 100%; 360,000 tested, 0.99% active; Trace amine-associated receptor 1 (Homo sapiens), Q96RJ0;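 active means activation above the mean activation of all test compounds in the run plus 3 SD, cut at about 38% in these data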
Target sequence (Q96RJ0 whole entry, looked up): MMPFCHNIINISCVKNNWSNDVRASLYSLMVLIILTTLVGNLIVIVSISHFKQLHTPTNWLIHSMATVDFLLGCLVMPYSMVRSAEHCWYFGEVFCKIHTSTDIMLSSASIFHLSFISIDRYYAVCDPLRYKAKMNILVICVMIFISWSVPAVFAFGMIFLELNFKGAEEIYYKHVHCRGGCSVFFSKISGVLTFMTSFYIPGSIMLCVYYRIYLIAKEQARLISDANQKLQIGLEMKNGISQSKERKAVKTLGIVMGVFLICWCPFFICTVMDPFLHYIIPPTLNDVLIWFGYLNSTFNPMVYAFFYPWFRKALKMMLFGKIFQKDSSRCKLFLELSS
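Test system: RD-HGA16 (CHO) cells co-expressing Gα16 and hTAAR1 | Doses: Single dose, 3 µM | Schedule: 17-24 h seeding, 75 min 37 °C dye, 30 min RT | Evaluation: % activation from peak over basal fluorescence ratio, DMSO-to-PEA scaled | Technique: Kinetic Fluo-8 calcium fluorescence | Benchmarks: Low control DMSO, high control PEA (EC100)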
CHO parental Ca = ATP-evoked calcium signal inhibitors, parental CHO, primary screen, counter-screen for OX1R antagonist project, cell-based, fluorescence, Fluo-8 calcium dye. parental CHO-K1, ATP-induced calcium, Fluo-8 fluorescence. inhibition, % at 5.6 µM. 330,000 tested, 0.63% active. AID 463079, 2010;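 active means inhibition above that plate's mean sample inhibition plus 3 SD, cut at about 26% in these data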;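 further: 0% = ATP-challenged DMSO wells and 100% = DMSO wells without ATP; some compounds past the cut are filed as inactive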
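Assay system: untransfected parental CHO cell line. Also added: ATP agonist challenge. Dosing: one dose, 5.6 µM nominal. Measured by: Fluo-8 fluorescence. Read-out: % inhibition. Benchmarks: ATP wells versus no-ATP DMSO wells. Repeats: no replicates.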
M1 PAM parental = nonselective calcium activators in parental CHO-K1 cells, primary screen, counter-screen for M1 PAM project, cell-based, Fluo-8 calcium fluorescence, full deck, 1536-well; activation, % at 3 µM; 360,000 tested, 0.02% active; ATP EC20; 0% at ATP EC20, 100% at ATP max;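 active means activation above the run cutoff, the mean activation of all test compounds plus 3 SD, cut at about 40% in these data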;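 further: peak over basal fluorescence ratio in a 140 s read after ATP addition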
CHO-K1 Ca ag = counter-screen for M1 agonists: effect in parental CHO-K1 cells; activation, % at 3 µM; 360,000 tested, 0.48% active; AID 602248, 2012; Fluo-8 calcium fluorescence; scaled to maximal ATP response, vehicle zero; in the data active means activation above about 15%;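 further: untransfected CHO-K1 host cells lacking M1 receptor as counterscreen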
TAAR1 antagonist = human TAAR1 antagonists, primary screen, Fluo-8 calcium fluorescence, CHO RD-HGA16 cells. antagonist. inhibition, % at 3 µM. 360,000 tested, 1.5% active;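 active means inhibition above a per-plate cutoff, the mean inhibition of test compounds on that plate plus 3 SD, cut at about 49% in these data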;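 further: 0% = DMSO plus EC80 beta-PEA response and 100% = DMSO alone without agonist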
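System: RD-HGA16 CHO cells with stable hTAAR1 and Gα16 | Probe or stimulus: EC80 β-phenethylamine stimulus | Dosing: 3 µM, single point | Times: Dye loading 75 min at 37 °C, then 30 min room temperature | Measured by: Fluo-8 calcium-sensitive fluorescence | Read-out basis: % inhibition of agonist calcium response | Replicates: n of 1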
Starred values were filed as active, the others as inactive; . = no result given. No enrichment for hits. About 4.4% of those tested had a hit in this group.

SMILES	M1 PAM	M1 antag	CHO-K1 Ca antag	CHRM1 agonist	TAAR1 ag	CHO parental Ca	M1 PAM parental	CHO-K1 Ca ag	TAAR1 antagonist
CC(C)c1cc(C(=O)OCC(=O)NC2CCS(=O)(=O)C2)c(O)c(C(C)C)c1 (stereo not given)	-1	-16	-2	-3	1	.	2	0.2	-11
CC(OC(=O)c1cccc(-n2cnnn2)c1)C(=O)Nc1ccccc1F (stereo not given)	13	-8	0	3	1	-3	-4	0.2	-9
O=C(CN1CCC(NC(=O)c2cccc(F)c2)CC1)NCc1ccccc1F	7	-4	-8	-4	15	-8	20	0.1	-1
CCCCCCOC(=O)c1ccc(OC(=O)c2cccnc2)cc1	-2	-1	-4	-6	.	-14	10	1.0	.
COc1cc(NC(=O)CCS(=O)(=O)c2ccc3c(c2)n(C)c(=O)c(=O)n3C)cc(OC)c1	6	-7	6	-5	0	-4	-2	0.0	-8
COc1cccc(-n2nnc3c(=O)n(CC(=O)N4CCCc5ccccc54)cnc32)c1	1	4	-53	-1	2	-8	16	0.6	6
O=S(=O)(NCc1ccco1)c1ccc2ccccc2c1	3	4	-10	-4	-4	-7	9	0.0	3
Cc1ccc(SCCC(=O)Nc2cccc(N(C)S(C)(=O)=O)c2)cc1	9	-3	42*	0	5	-10	-2	25*	23
O=C(CSc1nnc(Cn2c(=O)sc3ccccc32)n1CCc1ccccc1)N1CCCC1	-1	-9	-3	-5	0	-13	11	0.2	-11
O=C(COC(=O)Cc1ccc(Cl)cc1Cl)NCCC1=CCCCC1	15	-10	2	-8	6	-25	15	-0.3	-17
Cc1ccc(Cc2c(-c3ccco3)nc3ccc(C)cn23)cc1	4	-30	-6	-6	0	.	0	-0.2	-22
Clc1cccc(COn2c(-c3ccc(Cl)cc3Cl)nc3ncccc32)c1	-8	2	-5	-5	7	-26	23	0.7	-5
O=C(COC(=O)c1ccc(NS(=O)(=O)c2cccs2)cc1)Nc1nc2c(F)c(F)c(F)cc2s1	2	3	1	-2	.	.	-5	8.4	.
CCN(CCNC(=O)Nc1ccc(Cl)cc1)c1ccccc1	-18	18	15	-1	7	55*	6	8.9	2
O=C(O/N=C\c1ccc(N2CCOCC2)c([N+](=O)[O-])c1)c1ccc(F)cc1	10	-17	-15	-3	8	-9	7	-0.1	36
CCOC(=O)C1(C)CCN1C(=O)c1cccc(C#N)c1 (stereo not given)	-5	5	2	1	1	.	23	0.4	-2
O=C(NCCOc1ccc(F)cc1)C1CCC(=O)N(CCCN2CCOCC2)C1 (stereo not given)	5	-1	-10	-3	0	-2	17	-0.1	-31
Cc1cc(C)c(CN2CCC(n3nccc3NC(=O)C3CCCC3)CC2)cc1C	-5	-6	-12	-13	1	-26	20	0.7	-6
Cc1ccc(NC(=O)Nc2ccc(F)cc2)nc1	0	-18	-13	-3	11	-19	17	1.0	-31
Cc1c(Cl)cnc(NC(=O)CSc2n[nH]c(N)n2)c1Cl	8	-2	-11	-1	1	-7	5	0.8	-10

Some of these compounds in order of the CHRM1 agonist value, ascending.
| Molecule | CHRM1 agonist |
| --- | --- |
| O=C(CSc1nnc(Cn2c(=O)sc3ccccc32)n1CCc1ccccc1)N1CCCC1 | -5 |
| Cc1c(Cl)cnc(NC(=O)CSc2n[nH]c(N)n2)c1Cl | -1 |
| CC(OC(=O)c1cccc(-n2cnnn2)c1)C(=O)Nc1ccccc1F (stereo not given) | 3 |

(next part)
SMILES	M1 PAM	M1 antag	CHO-K1 Ca antag	CHRM1 agonist	TAAR1 ag	CHO parental Ca	M1 PAM parental	CHO-K1 Ca ag	TAAR1 antagonist
O=C(Nc1ccc(C(=O)N2CCCCC2)cc1)C1CC1	2	-7	-13	-1	1	.	21	0.5	11
COc1cc(/C=C/C(=O)OCC(=O)c2c[nH]c3ccccc23)ccc1OC(F)F	0	1	-7	-9	5	-8	11	2.7	26
CC(C)(C)S(=O)N1Cc2cc(=O)n(Cc3ccccc3)cc2[C@@H]1CCO (stereo not given in full)	10	-16	-16	13	1	.	17	0.1	-8
Cc1ccc(Cn2c(SCc3cccnc3)nc3c2c(=O)n(C)c(=O)n3C)cc1	4	-20	0	-3	5	-29	-3	5.1	-9
COc1ccc(CN(Cc2cccnc2)C(=S)NCCc2ccccc2)cc1OC	3	5	5	-6	5	-19	8	0.0	-20
COc1cc(SC)ccc1C(=O)OCC(=O)NCC(C)C	6	2	-20	-2	2	-12	20	0.7	14
O=[N+]([O-])c1cc2ccccc2c(O)c1O	5	-12	-16	-2	5	.	13	0.6	-28
Cn1c(-c2ccc(F)cc2)cnc1NCc1ccc(F)cc1F	-6	-7	4	-11	7	.	0	1.0	6
COc1ccc(Br)cc1C(=O)CCC(=O)OCC(=O)Nc1cc(C(N)=O)cc(C(N)=O)c1	9	-8	5	-3	0	.	6	0.7	-2
COc1ccc(CCN2C(=O)CC(C(N)=O)SC2=Nc2ccccc2)cc1OC (stereo not given)	4	-3	-6	-2	4	-9	2	1.2	-4
COc1cnn(-c2ccc(C)cc2)c(=O)c1SCc1ccccc1	7	-9	-3	-5	5	-25	7	-0.1	6
CCCNC(=O)/C(C#N)=C1\N=C(NC(=O)c2ccco2)c2ccccc21	3	-6	-5	-3	1	-2	0	0.8	-6
CC(C)C(=O)NC(NC(=O)C(C)C)c1ccc([N+](=O)[O-])cc1	8	-10	0	1	1	2	1	-0.2	-3
CCN1C(=O)c2ccc(C(=O)Nc3ncc(C)s3)cc2C1=O	9	-10	-5	-3	2	-7	5	1.5	-32
Cc1nn(C)c(C(=O)NNC(=S)Nc2ccc(F)cc2)c1[N+](=O)[O-]	-4	9	-7	-2	5	-8	-1	0.5	8
O=C(c1ccc(S(=O)(=O)NCc2ccco2)cc1)N1CCN(Cc2ccccc2)CC1	-6	25	8	-1	8	-5	-11	1.3	-18
NNC(=O)c1csc(-c2cccc(C(F)(F)F)c2)n1	9	-3	-11	-5	5	6	-10	0.5	-15
Cc1cc(NC(=O)CSc2nnc(C)n2-c2ccccc2)no1	7	-2	-17	-4	3	-4	24	0.4	2
Nc1cc(-c2ccc(OC(F)(F)F)cc2)nn1-c1ccc(Cl)c(Cl)c1	4	-13	-8	-4	0	-9	8	0.2	-21
COc1ccccc1NC(=S)N1CC(C)OC(C)C1 (stereo not given)	7	-3	10	-2	22	-1	-9	-0.6	6
Cc1ccc(-n2cc3ccc([N+](=O)[O-])cc3n2)cc1	-5	9	-6	-4	1	-13	11	0.0	2
CCc1nnc(NC(=O)CSc2nc(SC)ns2)s1	6	-9	-16	-7	0	-19	15	1.0	-16
Cc1noc(C)c1C(=O)OC(C)C(=O)Nc1ccc(S(=O)(=O)NC(C)C)cc1 (stereo not given)	-6	-2	-3	-8	2	-7	15	0.1	-2
COc1ccccc1C(=O)NCCNc1nc2cc(C)cc(C)c2cc1C#N	10	-18	0	-7	0	-31	12	-0.2	1
CCN(CC)S(=O)(=O)c1ccc(OC)c(NC(=O)CSc2cc(Cl)ccc2Cl)c1	-5	13	1	-3	2	1	12	2.7	-15
COc1ccc(Br)cc1C(=O)N/N=C/c1ccc2c(c1)n(C)c(=O)n2C	9	-8	5	-6	10	-7	0	0.5	6
Cc1cccc(NC(=O)Cn2nnc(C(=O)NCc3ccco3)c2N)c1	8	-2	-6	-4	2	-2	6	0.8	2
O=C(NCc1cccnc1)C1CCN(S(=O)(=O)c2cc(Cl)ccc2Cl)CC1	9	-12	-2	-4	9	-9	15	4.0	-23
CC(c1cccnc1)N(C(=O)Nc1ccccc1)C1CCCCC1 (stereo not given)	5	10	0	-2	0	-9	13	0.2	7
COCCN(C(=O)COC(=O)/C=C/c1ccc(Cl)c(Cl)c1)c1c(N)n(Cc2ccccc2)c(=O)[nH]c1=O	16	-15	-10	-3	1	.	11	-0.1	9
CSCCC(NC(=O)c1ccc(=O)n(C)n1)c1nc2ccccc2[nH]1 (stereo not given)	4	-6	2	-2	2	6	6	-0.2	-6
COc1ccc(N2CCc3c(C)nc(SC)nc32)cc1	7	-20	-6	-12	12	-16	10	-0.9	6
CC(C)CCN1CCN(Cc2cccs2)CC1CCO (stereo not given)	2	-4	-9	-7	1	-15	-2	0.0	-22
O=C(NCc1cccs1)c1noc2c1CCCCC2	-2	-8	-6	-8	24	-7	8	0.6	-12
CCOC(=O)/C(=C/Nc1ccc(F)c(F)c1)[N+](=O)[O-]	12	-19	-16	-1	.	-6	5	0.2	.
Cc1cccc(C)c1NC(=O)CNC(=O)c1ccc(N2CCOCC2)c([N+](=O)[O-])c1	8	-9	2	-4	0	.	-6	0.3	-11
CCCCn1nc2cc(C(=O)NCc3ccccc3OC)ccc2c1OCC	-3	10	9	-4	10	-11	-23	-0.4	0
CCn1ncc(Br)c1C(=O)Nc1ccc2c(c1)OCCO2	-1	6	-7	-6	1	-2	12	0.2	-22
O=C(c1cc2cc(Br)ccc2oc1=O)N1CCCC1	7	-9	-3	-2	13	-12	3	-0.3	13
CC(=O)c1ccc(S(=O)(=O)NCC(=O)NC(c2nc3ccccc3[nH]2)C(C)C)cc1 (stereo not given)	-1	2	-5	-5	-2	-22	-6	0.2	-20
COc1cc(OC)c(C(=O)OCC(=O)Nc2nnc(-c3ccccc3)o2)cc1OC	2	-2	-8	-4	-1	-3	15	0.2	0
CN[C@H]1C[C@@H](c2ccccc2)N(C(C)=O)C[C@H]1CO	3	-26	-16	-5	3	.	10	0.6	-28
CC(C)(C#N)NC(=O)C(=O)c1c(-c2ccccc2)cc2ccccn12	11	-13	-7	-6	0	-4	2	-0.4	-18
O=C(CSc1nnc(COc2ccccc2)n1Cc1ccco1)Nc1ccc2c(c1)OCCO2	-2	4	-2	-2	4	-15	-8	1.9	-7
O=C(CN(Cc1ccccc1Cl)C(=O)CNS(=O)(=O)c1ccccc1)NCC1CCCO1 (stereo not given)	13	-8	-12	-3	6	2	-4	0.2	-14
COc1ccccc1N1CCN(c2ccc(N3C(=O)CCC3=O)cc2[N+](=O)[O-])CC1	-6	15	15	3	5	57*	-17	9.4	9
S=C(NCc1cccnc1)Nc1ccc(Cl)c(Cl)c1	-1	9	2	1	24	-5	-2	13	2

2 of these compounds, set out differently.
The line under a structure holds: M1 PAM, M1 antag, CHO-K1 Ca antag, CHRM1 agonist, TAAR1 ag, CHO parental Ca, M1 PAM parental, CHO-K1 Ca ag, TAAR1 antagonist
> CCCNC(=O)/C(C#N)=C1\N=C(NC(=O)c2ccco2)c2ccccc21
  3, -6, -5, -3, 1, -2, 0, 0.8, -6
> O=C(NCCOc1ccc(F)cc1)C1CCC(=O)N(CCCN2CCOCC2)C1 (stereo not given)
  5, -1, -10, -3, 0, -2, 17, -0.1, -31

Screening data (PubChem BioAssay)
